Polio RdRp inh = poliovirus RdRp elongation inhibitors, primary screen, biochemical, fluorescence polarization, total intensity; poliovirus polymerase elongation; hits give low values; AID 588519, 2011; % elongation, % (compound at 16.7 µg/mL); 150,000 compounds, 0.66% hits; in the data active = % elongation below about 90%; note: some results filed as inactive read as strong as hits
Target sequence (P03300 1749-2209 limits assumed): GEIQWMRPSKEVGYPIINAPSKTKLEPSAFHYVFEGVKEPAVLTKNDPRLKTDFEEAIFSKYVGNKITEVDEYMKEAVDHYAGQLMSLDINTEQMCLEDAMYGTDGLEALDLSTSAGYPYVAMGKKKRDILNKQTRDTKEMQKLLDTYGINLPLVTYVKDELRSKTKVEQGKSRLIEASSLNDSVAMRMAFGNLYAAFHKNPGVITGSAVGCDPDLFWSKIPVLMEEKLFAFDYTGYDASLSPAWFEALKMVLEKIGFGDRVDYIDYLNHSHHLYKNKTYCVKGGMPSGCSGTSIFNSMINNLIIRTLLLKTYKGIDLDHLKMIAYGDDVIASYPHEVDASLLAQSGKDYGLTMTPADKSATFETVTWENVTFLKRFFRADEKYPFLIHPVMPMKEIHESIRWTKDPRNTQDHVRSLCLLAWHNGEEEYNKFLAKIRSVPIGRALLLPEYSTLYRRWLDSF
Polio RdRp inh FP z-score = second read-out of Polio RdRp inh, no call of its own (marks repeat the call); z-score; measured here: FP z-score; hits read low
* hit, by the source's call; & = joins results of further samples. A portion of the library, so the mix of outcomes need not match the whole.

Order of values – Polio RdRp inh | Polio RdRp inh FP z-score
> CCOC(=O)C1CCCN(c2nc3c(S(=O)(=O)c4ccc(Br)cc4)nnn3c3ccsc23)C1 (stereo not drawn)
  103 | -0.3
> COc1ccc(C2CC(c3ccc(Br)cc3)=NN2C(=O)CSc2nnc3[nH]c(=O)cc(C)n23)cc1 (stereo not drawn)
  102 | -0.2
> CN(C)c1ccc(CNC(=O)CCS(=O)(=O)c2ccc3c(c2)oc(=O)n3C)cc1
  110 | 0.4
> CC(C)(C)c1nc(NCc2cccs2)c2nnn(Cc3ccccc3Cl)c2n1
  101 | -0.2
> COc1ccc(-n2nc3cc(C)c(NC(=O)COc4cccc(C)c4)cc3n2)cc1
  105 | 0
> O=C(c1ccccc1Oc1ccccc1)N1CCN(c2ccccc2)CC1
  99 | -0.6
> O=C(CCS(=O)(=O)c1nc(-c2ccc3c(c2)OCO3)cc(C(F)(F)F)n1)Nc1ccc(F)c(Cl)c1
  105 | 0.1
> O=C(O)c1cc2c(cc1NC(=O)C13CC4CC(CC(C4)C1)C3)OCCCO2
  101 | -0.4
> O=C(Cn1cc(S(=O)(=O)c2ccccc2)c(=O)c2cc3c(cc21)OCO3)Nc1ccc(Cl)cc1
  107 | -0.1
> CCOC(=O)Cc1cc(=O)[nH]c(/N=C(\N)Nc2ccc3ccccc3c2)n1
  102 | 0.1
> Cc1ccccc1NC(=O)c1sc(N)c(C(N)=O)c1C
  97 | -0.9
> CCOc1cc(=O)oc2ccc(Cl)cc12
  108 | 0.3
> NC(=O)CC1SC(N)=NC1=O (stereo not drawn)
  101 | -0.1
> COc1cc(OCc2ccccc2)ccc1CN1CCN(c2ccc(C(F)(F)F)cn2)CC1
  105 | 0.5
> O=C(CN1C(=O)COc2ccc(Cl)cc21)Nc1cccc(C(=O)O)c1
  107 | 0.3
> O=C(c1ccco1)N1CC2(c3ccccc3)CN(C(=O)c3ccco3)CC(c3ccccc3)(C1)C2=O
  100 | -0.8
> O=C(CSCc1ccc(Cl)c(Cl)c1)Nc1c[nH]c(=O)[nH]c1=O
  107 | 0.5
> Fc1ccc(CSc2nc3ccccc3o2)cc1
  103 | 0.4
> COc1ccccc1NC(=O)C1CCN(c2nn3cc(-c4ccc(C)cc4)nc3s2)CC1
  104 | 0.3
> CCCNc1ccc(F)cc1
  102 | 0.4
> O=C(c1ccco1)N1CCN(CC(O)COC(c2ccc(Cl)cc2)c2ccc(Cl)cc2)CC1 (stereo not drawn)
  99 | 0
> CC(=O)Oc1cc(C)ccc1C(C)C
  106 | 0.3
> CCOc1ccccc1C1C(C(=O)OC)=CN(CC23CC4CC(CC(C4)C2)C3)C=C1C(=O)OC
  101 | -0.4
> CCC(c1nnnn1CCOC)N(Cc1cc2ccc(OC)cc2[nH]c1=O)C1CCCC1 (stereo not drawn)
  100 | -0.6
> COc1cccc(C(=O)n2nc(-c3ccco3)nc2NCc2cccs2)c1
  110 | 0.7
> O=C1CS/C(=N/c2nc(-c3ccccc3)cs2)N1
  99 | -0.4
> CC(C)C(NS(=O)(=O)c1ccc2c(c1)oc(=O)n2C)C(=O)NCCc1ccc(Cl)cc1 (stereo not drawn)
  111 | 1.2
> NC(=O)CSc1nnc2c(n1)[nH]c1ccc(Cl)cc12
  104 | 0.7
> O=C(O)C1CSC(c2ccccc2)N1 (stereo not drawn)
  101 | -0.8
> O=C(CSc1nc(=O)n(CCCN2CCOCC2)c2c1CCCC2)N1CCc2ccccc21
  103 | 0.4
> CC(Oc1ccc(C#N)cc1)C(=O)NN1C(C)CCCC1C (stereo not drawn)
  101 | 0
> O=S(=O)(c1ccc(Cl)cc1)c1nc(-c2ccccc2F)oc1NCc1ccccc1
  107 | 0.6
> CC(C)NC(=S)NNc1ncc(C(F)(F)F)cc1Cl
  103 | -0.2
> Cc1cccc(NS(=O)(=O)c2ccc(CCN3C(=O)c4cccnc4C3=O)cc2)c1C
  102 | -0.1
> CCOc1ccc(C2c3[nH]c4ccccc4c3CCN2C(=O)CSc2ccccc2)cc1 (stereo not drawn)
  107 | -0.2
> NC(=O)C1C2C=CC(C2)C1C(=O)O (stereo not drawn)
  98 | -0.7
> CC(C)NC(=O)CSCc1ccc(Cl)cc1
  104 | 0.1
> CCn1c(CNC(=O)c2ccc(C)cc2)nnc1SCC(=O)NCc1ccccc1
  100 | 0.1
> CSc1ccccc1NC(=O)c1cc2n(n1)C(C(F)(F)F)C1CCc3ccccc3C1N2 (stereo not drawn)
  104 | 0.1
> CCN(CC)c1ccc(CN2CCCC(CO)C2)cc1 (stereo not drawn)
  103 | 1.3

Three compounds already listed, sorted by SMILES length, ascending:
Order of values – Polio RdRp inh | Polio RdRp inh FP z-score
> NC(=O)C1C2C=CC(C2)C1C(=O)O (stereo not drawn)
  98 | -0.7
> CC(Oc1ccc(C#N)cc1)C(=O)NN1C(C)CCCC1C (stereo not drawn)
  101 | 0
> Cc1cccc(NS(=O)(=O)c2ccc(CCN3C(=O)c4cccnc4C3=O)cc2)c1C
  102 | -0.1

(listing goes on)
Order of values – Polio RdRp inh | Polio RdRp inh FP z-score
> Cn1cnc2c(Cl)ncnc21
  97 | -1.9
> Fc1ccc(-c2nnc3ccc(N4CCN(C(=S)NCc5ccccc5)CC4)nn23)cc1
  101 | -0.2
> CCSc1nnc(NC(=O)CC2OC(=O)c3ccccc32)s1 (stereo not drawn)
  116 | 1.2
> COc1cccc2c1Oc1ncccc1N(C(=O)CCC(=O)NCc1ccc(C)cc1)C2
  107 | -0.3
> O=S(=O)(c1cccc2cccnc12)N1CCC(n2cccc2)CC1
  102 | 0.1
> CNC(=O)c1ccc(NC(=O)c2nsc3ccccc23)cc1
  106 | -0.2
> COc1cc2c(cc1OC)C1=C(C#N)COCN1CC2
  102 | 0.2
> O=C(CCCCCN1C(=O)c2ccccc2C1=O)Nc1ccc2c(c1)OCO2
  101 | 0
> O=C(Oc1ccc2ccccc2c1)c1ccccc1O
  100 | -0.1
> Cn1c(Cc2cccs2)nnc1SCC(=O)C12CC3CC(CC(C3)C1)C2
  96 | -0.5
> Cc1cc(C)nc(N2CCOCC2)n1
  101 | 0
> Cc1ccc(-c2noc(CCC(=O)N(C)C)n2)cc1
  101 | 0
> Cc1ccc(-c2noc(COC(=O)c3cccnc3SCC(=O)Nc3ccccc3OC(F)F)n2)cc1
  109 | 0.9
> CCOC(=O)c1cnc2c(ccc3ccccc32)c1Nc1ccc(OC)c(OC)c1
  104 | -0.3
> CC(=O)N(Cc1cccnc1)c1nc2ccc(F)cc2s1
  111 | 1
> CCOC(=O)c1cc(C(N)=S)c(=O)[nH]c1O
  103 | 0.2
> CC1(C)CC(NC(=O)C23CC4CC(CC(C4)C2)C3)CC(C)(C)N1
  101 | -0.1
> CCn1c(C)cc(O)cc1=O
  107 | 1
> COc1ccc(NS(=O)(=O)c2cc3c(cc2C)NC(=O)CO3)c(OC)c1
  113 | 1.4
> O=S(=O)(c1ccc(N=Cc2c(O)ccc3ccccc23)cc1)N1CCCCC1
  44 | -5.6
> O=C(OCC(=O)N(C1CCCCC1)C1CCCCC1)c1ccc(O)cc1
  105 | -0.2
> COC(=O)c1ccc(Cl)cc1NC(=O)N1CC2CCCN2c2ccccc21 (stereo not drawn)
  104 | -0.6
> Cc1cc(C)cc(OCCCn2c(-c3ccc(Cl)cc3)nc3ccccc3c2=O)c1
  104 | -0.2
> CCOc1ccc(C2CC(=O)N3CN(CCO)CSC3=C2C#N)cc1 (stereo not drawn)
  102 | -0.1
> CCc1cccc(NC(=O)COc2cc(=O)n(C)c3ccccc23)c1
  102 | 0.1
> CCOC(=O)N1CCN(C(=O)CCCCn2c(=S)[nH]c3c([nH]c4ccc(OC)cc43)c2=O)CC1
  99 | -1.2
> CCCNC(=O)c1ccc(Cn2c(SCC(N)=O)nc3ccccc3c2=O)cc1
  105 | -0.2
> COc1ccc(-c2noc(CN(C(=O)Nc3cccc(Cl)c3)C3CCCCC3)n2)cc1OC
  103 | -0.1
> O=C(CCCn1ccc2cc(S(=O)(=O)N3CCCC3)ccc21)NCCc1ccccc1
  103 | 0.1
> O=C(CSc1nccn1Cc1ccc(Cl)cc1)Nc1nc2ccccc2s1
  112 | 1
> CC(C)c1nc2ccc(C(=O)NCc3ccc(F)cc3)cc2o1
  107 | -0.1
> COc1ccc(Nc2ncc(C(=O)Nc3cccc(OC)c3)c3ccccc23)cc1
  108 | 1
> Cc1c(C(=O)N2CCC(C(=O)N3CCCCC3)CC2)oc2cc3sc(N(C)C)nc3cc12
  103 | 0.4
> CC(C)(C)NC(=O)Nc1ccc2ccccc2c1
  107 | 0.8
> COc1ccc2c(c1)cc1c(=O)n(CC(=O)NC3CC3)nc(C)n12
  104 | -0.6
> CCNc1ccc(C(=O)OCC)cc1NC(=O)c1cccc(N(C)C)c1
  103 | 0.3
> O=C(O)COc1ccc(NS(=O)(=O)c2cccc3nsnc23)cc1
  103 | -0.1
> O=C1C=C(Nc2cccc3ccccc23)CCC1
  103 | 0.2
> Cc1ccc(C(=O)Nc2ccc(F)cc2)cc1S(=O)(=O)N1CCOCC1
  104 | 0.2
> CN1CCN(C(CNC(=O)NC2CCCCC2)c2ccc(F)cc2)CC1 (stereo not drawn)
  101 | -0.4
> c1csc(-c2nnc(Sc3nc(CN4CCCCC4)nc4sc5c(c34)CCCC5)o2)c1
  91 | -2
> O=C(OCC(O)CO)c1ccccc1Nc1ccnc2cc(Cl)ccc12 (stereo not drawn)
  101&102 | 0.4&0.5
> Cc1nn(C)c2c1c(C(F)(F)F)cc(=O)n2C(C)C(=O)NCc1ccc(Cl)cc1 (stereo not drawn)
  104 | -0.4
> Cc1c(C(=O)N2CCc3ccccc32)oc2c1C(=O)CC(C)(C)C2
  102 | 0.1
> COC(=O)c1[nH]nc2c1C(=O)N(c1ccc(F)cc1)C2=O
  100 | -0.3
> Cc1ccc(-c2cc(NC(=O)CN3CC(C(=O)N4CCOCC4)Oc4ccccc43)on2)cc1 (stereo not drawn)
  108 | 0.7
> CCc1cccc(NC(=O)C(NC(=O)C2CCC(C)CC2)C(C)C)c1 (stereo not drawn)
  99 | -0.1
> Cc1cc(-c2ccc(C)c(S(=O)(=O)N3CCc4ccccc43)c2)on1
  100 | -0.4
> C=CCn1c(SCC(=O)c2ccc(Cl)s2)nnc1-c1ccncc1
  105 | -0.1
> Cc1cccc(C(=O)NCCc2nc3ccccc3n2CCC(C)C)c1
  112 | 0.9

The last 3 records of the section before come first, to join the parts.
Order of values – Polio RdRp inh | Polio RdRp inh FP z-score
> Cc1cc(-c2ccc(C)c(S(=O)(=O)N3CCc4ccccc43)c2)on1
  100 | -0.4
> C=CCn1c(SCC(=O)c2ccc(Cl)s2)nnc1-c1ccncc1
  105 | -0.1
> Cc1cccc(C(=O)NCCc2nc3ccccc3n2CCC(C)C)c1
  112 | 0.9
> COc1ccc(C)cc1NC(=O)CN1CCCC1c1ccc2c(c1)OCCCO2 (stereo not drawn)
  105 | 0.7
> Cc1ccc(C(O)CN=Cc2c(O)ccc3ccccc23)cn1 (stereo not drawn)
  101 | -0.5
> O=C(CSc1ccccn1)N1CCC(c2ccccc2)=N1
  104 | 0.1
> CC(C)Cn1c(SCC(=O)c2ccc(Cl)s2)nnc1-c1ccco1
  112 | 1.1
> CCOC(=O)c1c(NC(=O)COc2ccc(CC)cc2)sc2c1CCCC2
  107 | 0.4
> COc1ccc(CCNC(=O)C2CCCN(c3nc4ccccc4o3)C2)cc1OC (stereo not drawn)
  99 | -0.5
> Cc1c(NC(=O)C(C)OC(=O)Cc2ccccc2)c(=O)n(-c2ccccc2)n1C (stereo not drawn)
  99 | -0.4
> OCC1CCCN(C(=S)NCc2ccccc2)C1 (stereo not drawn)
  110 | 1.1
> Cc1csc(OCC(=O)Nc2ccc(C)c(C)c2)n1
  101 | 0
> Cc1ncoc1C(=O)NCc1ccc(Cl)cc1
  100 | -0.4
> COc1ccc(-c2nnc3c4ccccc4c(-c4ccccc4)nn23)cc1
  110 | 0.8
> O=C(Nc1ccc(C(=O)N2CCN(c3ccccc3)CC2)cc1)c1nsc2ccccc12
  107 | -0.1
> Cc1nc2ncnn2c(C)c1CCC(=O)N1CCN(c2ccc(F)cc2)CC1
  104 | -0.8
> CN(C(=O)c1ccccc1)c1ccc(OCC(=O)NC2CCS(=O)(=O)C2)cc1 (stereo not drawn)
  107 | 1.4
> CC1OC(O[C@H]2/C=C/C=C/C=C/C=C/C=C/C=C/C=C/[C@H](C)[C@@H](O)[C@@H](C)[C@H](C)OC(=O)C[C@H](O)C[C@H](O)CC[C@@H](O)[C@H](O)C[C@H](O)C[C@]3(O)C[C@H](O)[C@@H](C(=O)O)[C@H](C2)O3)C(O)C(N)C1O (stereo partly drawn)
  99 | 0
> O=C(CSc1ncc(C(F)(F)F)cc1Cl)c1ccc(O)cc1O
  109 | 0.6
> Cc1cc(C)nc(SCc2ccc(-c3nnc4n3CCCCC4)cc2)n1
  101 | 0
> CCN1CCN(CCNC(=O)c2cc(-c3ccccc3)c(N3CCOCC3)s2)CC1
  100 | -0.4
> COc1ccc2c(CN3c4ccccc4CC3C)cc(=O)oc2c1 (stereo not drawn)
  103 | 0.1
> CCN(CC(=O)Nc1ccc(N2CCOCC2)cc1)CC(=O)Nc1cc(C)on1
  112 | 0.5
> CSc1nc2ccccc2n1Cc1ccccc1F
  99 | -0.3
> COC(=O)c1ccc(C2C3=C(CC(c4ccco4)CC3=O)Nc3ccccc3N2C(=O)C2CC2)cc1 (stereo not drawn)
  106 | 1

One compound at a time, as listed above. Screens in order: Polio RdRp inh	Polio RdRp inh FP z-score
Profile of COC(=O)c1ccc(C2C3=C(CC(c4ccco4)CC3=O)Nc3ccccc3N2C(=O)C2CC2)cc1 (stereo not drawn) : 106	1
Profile of CC1OC(O[C@H]2/C=C/C=C/C=C/C=C/C=C/C=C/C=C/[C@H](C)[C@@H](O)[C@@H](C)[C@H](C)OC(=O)C[C@H](O)C[C@H](O)CC[C@@H](O)[C@H](O)C[C@H](O)C[C@]3(O)C[C@H](O)[C@@H](C(=O)O)[C@H](C2)O3)C(O)C(N)C1O (stereo partly drawn) : 99	0
